Bioassay records from PubChem BioAssay.
OPRM1-OPRD1 inv – inverse agonists of MOR-DOR heterodimerization, primary screen, cell-based, luminescence | inhibition, % at 9.3 µM | cell-based MOR-DOR heterodimer luminescence, inverse agonism | Mu-type opioid receptor (Homo sapiens) + Delta-type opioid receptor (Homo sapiens), … | 340,000 tested, 0.21% active; in the data active = inhibition above about 22%, passing the limit was not always enough;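 note: 0% = cells with DMSO and 100% = wells without cells with DMSO; values of inactives mirror those of a sister screen read the other way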
V-ATPase pHluor – regulators of yeast V-ATPase proton pumping, primary screen, pHLuorin cytosolic pH fluorescence; S. cerevisiae; response, % at 10 µM; 350,000 tested, 0.37% active; AID 504577, 2011; in the data active = response mostly above about 7.3%, no sharp cut-off; inactive = mostly below about 5.4%; note: actives read high; inactives centre near 0; some compounds called inactive have numbers as strong as hits; reference of the scale not given here
Wnt bcat act – Wnt/beta-catenin pathway activators, primary screen, cell-based, plate reader, single point; Wnt/beta-catenin reporter cell assay, activator; activation, % at 9.35 µM; 300,000 tested, 1.2% active; AID 743398, 2014; in the data active = activation above about 30%, passing the limit was not always enough;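 note: 0% = neutral control wells and 100% = positive control wells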
Pemphigus Ab inh – inhibitors of pemphigus antibody binding to DSG3, primary screen, biochemical, bead-based, flow cytometry, scFv-GFP | Desmoglein-3 (Homo sapiens), P32926 | DSG3-coupled beads, scFv-anti-DSG3-GFP binding; active compounds read low | binding (percent of control), % at 10 µM | 310,000 tested, 0.48% active | AID 588358, 2011;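 active = binding more than 3 SD below its plate's average and above zero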;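 note: hits lower antibody fragment binding to DSG3; some compounds called inactive have numbers as strong as hits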
Target sequence (P32926 whole entry, looked up, the tested form may be a part): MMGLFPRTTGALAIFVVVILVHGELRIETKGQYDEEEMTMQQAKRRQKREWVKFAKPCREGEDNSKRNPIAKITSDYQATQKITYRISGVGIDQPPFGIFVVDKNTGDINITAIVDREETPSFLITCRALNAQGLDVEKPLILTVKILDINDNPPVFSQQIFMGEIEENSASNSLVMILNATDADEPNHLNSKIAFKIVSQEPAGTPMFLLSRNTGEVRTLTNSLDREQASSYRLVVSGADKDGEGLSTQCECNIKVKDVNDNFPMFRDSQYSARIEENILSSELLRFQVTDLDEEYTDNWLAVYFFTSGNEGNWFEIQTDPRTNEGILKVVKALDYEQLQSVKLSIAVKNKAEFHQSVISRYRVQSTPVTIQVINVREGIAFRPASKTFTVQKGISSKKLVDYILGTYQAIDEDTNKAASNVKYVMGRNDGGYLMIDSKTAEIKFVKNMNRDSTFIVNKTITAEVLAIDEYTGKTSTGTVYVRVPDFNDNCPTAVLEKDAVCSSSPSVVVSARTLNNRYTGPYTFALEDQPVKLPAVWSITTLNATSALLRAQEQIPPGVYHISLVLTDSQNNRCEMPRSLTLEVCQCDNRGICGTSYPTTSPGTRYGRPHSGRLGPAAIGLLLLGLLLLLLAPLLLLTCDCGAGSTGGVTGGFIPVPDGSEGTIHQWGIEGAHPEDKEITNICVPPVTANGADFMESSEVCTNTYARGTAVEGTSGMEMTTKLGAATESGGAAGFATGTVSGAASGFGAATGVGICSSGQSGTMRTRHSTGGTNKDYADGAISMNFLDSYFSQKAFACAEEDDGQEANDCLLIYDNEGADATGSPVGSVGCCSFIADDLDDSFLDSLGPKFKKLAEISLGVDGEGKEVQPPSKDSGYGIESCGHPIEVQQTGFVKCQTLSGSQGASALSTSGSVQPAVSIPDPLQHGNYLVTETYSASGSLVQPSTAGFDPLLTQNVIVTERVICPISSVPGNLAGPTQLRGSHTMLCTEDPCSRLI
MOR-DOR ag – agonists of OPRM1-OPRD1 heterodimerization, primary screen, cell-based, luminescence | Mu-type opioid receptor (Homo sapiens) + Delta-type opioid receptor (Homo sapiens), … | cells | activation, % at 9.3 µM | 340,000 tested, 0.3% active | AID 504326, 2011; in the data active = activation above about 18%;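 note: 0% = vehicle-treated cells and 100% = reference agonist; values of inactives mirror those of a sister screen read the other way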
cardiac RTF act – cardiac RTF calcium sensitivity activators, primary screen, biochemical, IANBD-TnC fluorescence, EC20 calcium; IANBD-labeled TnC RTF fluorescence at EC20 calcium; 0% EC20 calcium, 100% full calcium; activation, % at 7.2 µM; Troponin I, cardiac muscle (Homo sapiens) + Troponin T, cardiac muscle (Homo sapiens) + …; 340,000 tested, 0.24% active;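 active = activation above the mean over all tested compounds plus 3 SD, cut at about 30% in these data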;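 note: rise in fluorescence read as greater calcium sensitivity of cardiac thin filaments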
Keap1-Nrf2 PPI – Keap1-Nrf2 protein-protein interaction inhibitors, primary screen, biochemical, fluorescence polarization, single point; 340,000 tested, 0.15% active; Keap1 Kelch-Nrf2 peptide fluorescence polarization, 1536-well; AID 504523, 2011; Kelch-like ECH-associated protein 1 (Homo sapiens), Q14145; inhibition, % at 9.4 µM; in the data active = inhibition above about 12%;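 note: human Keap1 Kelch domain with fluorescein labeled Nrf2 9mer peptide probe; 0% = neutral control wells and 100% = peptide positive control; higher means more block of Keap1 binding to Nrf2 peptide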
C-LANA FP – inhibitors of KSHV C-LANA binding to DNA, primary screen, biochemical, fluorescence polarization, FAM-LBS DNA, MBP-C-LANA, single point | inhibition, % at 9 µM | AID 504423, 2011 | 340,000 tested, 0.078% active;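 active = highest replicate inhibition at or above 60% at 9 µM, even if other replicates fall short; inactive = all replicates below 60% inhibition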;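 note: 0% = neutral control wells and 100% = 4 µM acridine orange control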
Arrestin-AP2 inh – inhibitors of beta-arrestin/AP2 binding, primary screen, biochemical, GPCR trafficking, flow cytometry; FITC-arrestin peptide / GST-AP2 beads; AP2 beta2 appendage carries R879A mutation; 340,000 tested, 0.31% active; beta-arrestin 1 C-terminal peptide binding to AP2 beta2-adaptin appendage (human); inhibition, % at 10 µM; AID 504490, 2011;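 active = inhibition above a set limit, near 3 SD of compounds lacking own fluorescence, cut at about 54% in these data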;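 note: plate controls were DMSO wells for no effect and 5 µM unlabelled arrestin peptide for full effect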
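system = GST-tagged AP2 beta2-adaptin appendage (R879A) on 4 µm glutathione beads | reagent = FITC-labelled arrestin peptide probe, 50 nM final | schedule = compound with beads 12 min RT, then probe 1 h RT | signal = HyperCyt-sampled flow cytometry, FL1 channel, ex 488/em 535 nm | read-out = percent response from loss of bead-bound FITC fluorescence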
RTF Ca sens inh – cardiac RTF calcium sensitivity inhibitors, primary screen, biochemical, IANBD-TnC fluorescence, EC70 calcium; 340,000 tested, 0.12% active; IANBD-labeled cardiac RTF, Ca2+ fluorescence; AID 493244, 2011; inhibition, % at 7.15 µM; Troponin I, cardiac muscle (Homo sapiens) + Troponin T, cardiac muscle (Homo sapiens) + …;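 active = inhibition above the mean inhibition of all tested compounds plus 3 SD, cut at about 17% in these data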;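 note: assay run at fixed EC70 calcium of 1.6 mM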
An asterisk follows results filed as active; / = no result given.

SMILES | OPRM1-OPRD1 inv | V-ATPase pHluor | Wnt bcat act | Pemphigus Ab inh | MOR-DOR ag | cardiac RTF act | Keap1-Nrf2 PPI | C-LANA FP | Arrestin-AP2 inh | RTF Ca sens inh
O=C(CSc1ncccc1C(=O)O)NC1CCCCCCC1 | 9.5 | 1.7 | 18.2 | 89.7 | -1.8 | 1.0 | -0.7 | 1.0 | -9.9 | -2.0
N#CC1=C(N)C(C#N)(C#N)[C@H](c2cccnc2)[C@H]2CN(C(=O)OCc3ccccc3)CC=C12 | 20.2 | 0.1 | -0.3 | 100.8 | -4.1 | 1.5 | -6.2 | 3.5 | 26.6 | -2.2
Cc1ccc2nc(NC(=O)CSc3nnc(C)c(=O)n3N)sc2c1 | 4.5 | 1.1 | / | 111.1 | -0.8 | 0.4 | 2.8 | 1.5 | 32.0 | 0.2
CCCC1CC(C)(/C(C)=N\NC(N)=S)OC1=O (centres undefined) | -6.8 | -2.1 | 0.4 | 107.2 | 1.2 | 3.0 | -0.3 | -1.2 | 55.5* | -4.0
CCC(=O)N1CCC2(CC1)Oc1ccc(F)cc1C(=O)C21CC(c2ccccc2)=NO1 (centres undefined) | 18.1 | -1.6 | -1.0 | 108.9 | -3.9 | 5.2 | -1.5 | -0.3 | -5.6 | 2.4
CCOC(=O)c1c(C)[nH]c(C)c1C(=O)COC(=O)c1c(OC)cccc1OC | 7.6 | 4.2 | -3.8 | 94.0 | -1.5 | -6.3 | 4.3 | 0.7 | -19.9 | -1.5
O=C(COC(=O)c1cnccn1)Nc1cccc2ccccc12 | 11.1 | 4.8 | 1.6 | 117.0 | -2.3 | 3.8 | -1.4 | -0.1 | 18.8 | 1.4
CCOc1ccccc1CNC(=O)c1nn(CC)cc1[N+](=O)[O-] | 17.5 | -3.7 | -0.6 | 101.5 | -2.9 | -1.6 | 1.6 | 1.7 | 9.8 | 0.6
O=C(CN1CCOCC1)NNC(=O)c1ccc([N+](=O)[O-])cc1 | 13.8 | 0.2 | 0.3 | / | -2.7 | 8.1 | -2.0 | 0.3 | -9.2 | -17.8
NC(=O)C1CCN(C(=O)COc2ccc3c(c2)oc(=O)c2ccccc23)CC1 | 9.4 | -1.6 | -1.6 | / | -1.9 | -6.3 | 1.5 | 3.2 | -4.5 | 6.4
CN(CC(=O)Nc1cccc(F)c1)CC(=O)N1CCCCC1 | 11.1 | -2.9 | -0.5 | 110.0 | -2.7 | -2.5 | -0.5 | -5.3 | 0.5 | -3.9
CCCCNc1nc2ccccc2nc1NS(=O)(=O)c1cccs1 | 14.1 | -1.5 | / | 111.2 | -2.5 | -4.1 | -6.4 | -1.6 | 4.5 | -0.8
CC(=O)Nc1ccc(C(=O)NNC(=O)c2ccc(Cl)cc2)cc1 | 10.8 | -1.9 | -0.7 | 100.0 | -2.1 | 0.3 | 2.5 | 5.1 | 3.9 | -7.2
O=C(NN1c2ccccc2CCc2ccccc21)c1ccccc1Br | 5.3 | 4.9 | / | 105.6 | -0.9 | -1.0 | -3.6 | -1.1 | -11.5 | 11.8
O=C(NCC(=O)N1CCN(C(=O)c2ccccc2)CC1)c1ccc(Cl)cc1Cl | 8.8 | 3.5 | -11.2 | 105.8 | -2.2 | -0.4 | 2.1 | -0.3 | -3.7 | 2.2
Cc1nn(C)c(C)c1S(=O)(=O)NC1CCCC1 | 18.9 | 3.5 | -0.3 | 106.5 | -4.6 | -6.0 | -1.4 | -0.3 | 13.7 | 7.3
COc1ccccc1NC(=O)C(C)OC(=O)CCCN=C1NS(=O)(=O)c2ccccc21 (centres undefined) | 1.4 | -2.7 | -1.4 | 94.2 | -0.2 | 2.1 | -2.4 | -0.5 | 4.0 | -3.7
Cc1cc(C)c2c(N)c(C(=O)Nc3ccc([N+](=O)[O-])cc3)sc2n1 | -2.5 | 2.4 | 16.4 | 90.5 | 0.4 | 4.4 | -3.6 | 1.6 | 28.7 | 0.1
Cn1cc(CNC(=O)CC2C(=O)NCCN2CC(C)(C)C)cn1 (centres undefined) | 0.7 | 3.2 | -1.9 | 106.7 | -0.1 | 11.0 | -5.1 | 1.2 | 7.5 | -19.0
CN(C)CCN(C(=O)c1ccc(C(=O)c2ccccc2)cc1)c1nc2cc3c(cc2s1)OCO3 | -10.4 | -2.8 | -3.0 | / | 1.9 | -3.3 | 2.5 | 9.5 | 52.7 | -0.6
CCOc1cc(S(=O)(=O)N2CCC(Cc3ccccc3)CC2)c(OCC)cc1-n1cnnn1 | 11.0 | -4.7 | -3.9 | 89.9 | -2.0 | -3.1 | -1.0 | -0.2 | 1.7 | -5.4
Cc1cccc(C)c1NC(=O)CSc1nnc(NC(=O)C2CC2)s1 | -4.4 | 7.4 | -0.6 | 124.6 | 0.5 | 1.7 | 3.6 | 2.3 | 13.1 | -7.4
COc1cccc(CN(C)C(=O)CSCC(=O)Nc2ccc(C)cc2)c1OC | 11.4 | 4.1 | -0.2 | 102.6 | -2.2 | 4.8 | / | / | 38.1 | -3.9
Cc1c(NC(=O)c2ncn[nH]2)cccc1-c1nc2ccccc2s1 | 15.2 | 3.5 | / | 108.0 | -3.0 | 2.1 | -0.7 | -1.2 | 10.8 | 5.1
Cc1onc(-c2ccccc2)c1C(=O)N=C(N)c1ccc(C(F)(F)F)cc1 | / | 3.8 | 5.7 | 92.7 | / | / | -1.7 | -0.9 | 16.1 | /
Cc1nn(-c2ccc(N3CCOCC3)nn2)c(C)c1CCC(=O)NCc1ccccc1F | 0.3 | 0.8 | 0.1 | / | -0.1 | 3.7 | -1.5 | 0.7 | 26.8 | -2.5
CC(CCc1ccccc1)NC(=O)c1nnc(Cc2ccc(Cl)cc2)o1 (centres undefined) | -11.1 | / | 0.9 | -13.4* | 1.9 | 8.8 | -5.9 | 0.6 | -8.5 | -2.5
Cc1ccc(S(=O)(=O)/N=C(/Nc2nc(C)cs2)c2ccccc2)cc1 | 19.9 | -6.8 | 8.1 | / | -5.3 | -4.9 | 1.5 | 0.0 | -4.9 | -3.1
Cc1ccc(C(=O)OC(C)C(=O)c2cc(C)c(C)cc2C)o1 (centres undefined) | -11.9 | 0.2 | / | 109.6 | 2.9 | 4.4 | 4.5 | 1.1 | -4.0 | -3.5
Cc1ccc2c(c1)N(CC(=O)NCC(C)c1ccccc1)C(=O)c1cccnc1O2 (centres undefined) | 11.7 | -2.1 | -1.5 | 111.0 | -2.4 | -4.3 | -0.8 | -2.1 | 8.7 | -1.1
O=C(CCCCC(=O)NN=Cc1ccccc1O)NN=Cc1ccccc1O | 9.1 | 2.0 | -5.8 | 119.2 | -1.8 | 3.2 | 0.4 | -5.3 | -5.1 | -11.1
CC(C)C(=O)N1CCN(c2ccc([N+](=O)[O-])cc2Cl)CC1 | 4.8 | 1.0 | 1.1 | 97.5 | -0.8 | 2.7 | -0.6 | -0.7 | 11.0 | -13.5
CCOc1ccc(CCNC(=O)CSc2n[nH]c(N)n2)cc1OCC | 15.3 | -4.2 | 0.0 | 115.6 | -2.9 | -3.8 | 2.7 | 0.8 | 15.1 | -0.1
O=C(CCS(=O)(=O)c1cccs1)Nc1ccc(C(=O)NCc2ccc(F)cc2)cc1 | 4.4 | 4.2 | -2.0 | 94.5 | -0.8 | 5.5 | -4.6 | -1.2 | 28.2 | 7.1
CC(=O)Nc1cccc(NC=C(C#N)C#N)c1 | 13.2 | 1.7 | -0.1 | 101.7 | -2.5 | -5.2 | -2.8 | -0.3 | 5.3 | 4.0
CCn1c(SCC(=O)N2CCc3ccccc3C2)nc2sc(C)c(C)c2c1=O | -8.1 | 1.7 | -1.8 | 100.9 | 1.4 | -6.0 | 0.5 | 0.5 | 0.9 | -1.3
CCCCOC(=O)Nc1cccc(Cl)c1C | -25.4 | 1.2 | / | 129.9 | 4.5 | 3.1 | 1.2 | -1.1 | -8.6 | 2.1
CNC(=O)C1CC(=O)N(c2ccc(OCC(=O)Nc3ccccc3C)cc2)C1 (centres undefined) | 16.3 | 1.7 | 4.5 | / | -3.1 | 7.8 | 1.9 | 1.7 | -4.2 | -19.0
CC(C(=O)Nc1cccc(S(=O)(=O)N2CCOCC2)c1)N1CCN(C)CC1 (centres undefined) | 16.2 | -0.4 | -2.4 | 101.6 | -3.0 | -2.6 | 4.4 | -0.7 | 2.3 | 7.8
COc1ccc(NC(=O)CCc2ccccc2)cc1NC(=O)c1ccco1 | 10.6 | 6.2 | / | 107.9 | -2.0 | -1.8 | -2.9 | -1.0 | -0.5 | -2.7
Cc1ccc(C(=O)NCC(=O)N/N=C/c2sccc2C)cc1[N+](=O)[O-] | 15.2 | -2.1 | -1.5 | 96.8 | -2.9 | 8.0 | -2.1 | -0.5 | 8.9 | 0.0
COC(=O)C1=C(C)N=C2SC(C#N)=C(N)N2C1c1cc(OC)c(OC)c(OC)c1 (centres undefined) | 7.1 | 0.8 | 0.5 | 100.3 | -1.3 | 9.1 | -0.7 | 1.9 | 2.2 | 2.2
CC(=O)Nc1ccc(S(=O)(=O)N(C)CC(=O)OCC(=O)N2CCN(C(=O)c3ccco3)CC2)cc1 | 25.6 | -2.6 | -3.7 | 102.5 | -4.9 | 2.6 | -6.8 | 4.8 | -5.5 | -21.8
CCCn1c(SCC(=O)Nc2cccc(C(=O)OC)c2)nnc1-c1cccnc1 | 6.5 | -1.9 | / | 102.6 | -1.3 | 1.4 | -1.4 | -0.2 | -2.2 | -2.7
COc1ccc(-c2noc(CCC(=O)NCc3cc(Br)ccc3OC)n2)cc1 | -3.2 | 6.8 | / | / | 0.8 | -1.9 | -4.7 | 1.0 | -6.8 | 0.0

Single values from the results shown:
COc1ccc(-c2noc(CCC(=O)NCc3cc(Br)ccc3OC)n2)cc1 in Keap1-Nrf2 PPI shows -4.7
CCCn1c(SCC(=O)Nc2cccc(C(=O)OC)c2)nnc1-c1cccnc1 in RTF Ca sens inh shows -2.7
